# Source: PubChem BioAssay (National Center for Advancing Translational Sciences (NCATS))
# HepG2 tox: HepG2 cytotoxicity, counter-screen for TGF-b inhibitors; HepG2 CAGA-GFP viability, ATP luminescence, 18 h; actives 0.76% (n = 410,000); Potency, µM (doses to about 46.1 µM), for the others: top-dose activity change, negative = cytotoxicity, actives largely listed as cytotoxic; further: potency means the concentration at half of the fitted maximal effect; some results filed as inactive show a strong effect at the top dose
#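 CellTiter-Glo luminescence gave cytotoxicity after 18 hours at 37 degrees C. The cells were HepG2 CAGA-GFP in 1% FBS DMEM, stimulated with 500 pg/mL TGF-beta after compound addition. %Activity was normalised to no-cell wells (complete cell-killing) and DMSO (no toxicity), and curves were fitted and classified.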
# Nrf2 ARE act: activates Nrf2 signaling | Potency, µM (titrated, usually from 46.1 µM), for inactives: at the highest dose activation, usual class: activators | AID 624171 | AREc32 ARE-luciferase reporter (MCF7-derived line), luminescence, 24 h | actives 0.31% (n = 410,000); further: potency means the concentration at half of the fitted maximal effect; % of control where 0% means no effect; nearly all actives have a fitted effect of over 65% in size
#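 Each well held 1000 AREc32 cells, which were incubated with compound for 24 hr at 37 deg C after overnight attachment, and ARE reporter activity was quantified by firefly luciferase luminescence.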
# TGFb SMAD3 inh: TGF-b pathway inhibition | Potency, µM (highest dose often 46.1 µM), without a hit: top-dose activity, negative = inhibition, most hits filed as inhibitors | HepG2 CAGA-GFP TGF-b/SMAD3 reporter, GFP fluorescence, 18 h; TGF-beta stimulated, 500 pg/mL final | actives 1.2% (n = 410,000); further: potency means the concentration at half of the fitted maximal effect; on the % scale 0 is the no-effect control and ±100 the full control effect; nearly all actives have a fitted effect of over 65% in size
#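 Cell-based qHTS in HEPG2 carrying a CAGA-GFP Smad reporter; compounds added before 500 pg/mL final TGF-beta, 18 h incubation at 37 degrees C, GFP fluorescence quantified per cell by imaging cytometry.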
# Nrf2 inh: Nrf2 pathway inhibition. A549 ARE-Fluc reporter, luciferase luminescence, 18-24 h. Potency, µM (titrated, usually from 46 µM), for the others: top-dose activity change, negative = inhibition, most hits filed as inhibitors. actives 2.1% (n = 360,000). AID 504444; further: potency means the concentration at half of the fitted maximal effect; on the % scale 0 is the no-effect control and ±100 the full control effect; nearly all actives have a fitted effect of over 60% in size
#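 A549 ARE_Fluc cells, 5000/well, 5% FBS OPTI-MEM; compounds in dose-response, 18-24 h at 37 °C/5% CO2; CellTiter-Fluor viability read (Ex 405/Em 525), then BugLite luciferase luminescence = Nrf2 activity.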
# ATXN viability: viability counter-screen for ATXN expression inhibitors. S2 cells (HEK-293 line with an ATXN2-luciferase reporter) viability, CellTiter-Fluor protease fluorescence, 24 h. Potency, µM (titrated, usually from 56.7 µM), actives largely listed as cytotoxic. actives 0.49% (n = 400,000); further: potency means the concentration at half of the fitted maximal effect; nearly all actives have a fitted effect of over 40% in size
# A549 viability: A549 cytotoxicity, counter-screen for Nrf2 inhibitors | A549 ARE-Fluc cells, CellTiter-Fluor viability, 18-24 h | AID 504648 | actives 0.16% (n = 390,000) | Potency, µM (highest dose often 46 µM), without a hit: at the highest dose activity change, negative = cytotoxicity, hits mostly inhibitors; further: potency means the concentration at half of the fitted maximal effect; on the % scale 0 is the no-effect control and ±100 the full control effect
#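 A549 ARE_Fluc cells in 5% FBS OPTI-MEM were exposed to compounds in concentration-response for 18-24 h at 37 deg C. Viability was read by CellTiter-Fluor fluorescence (Ex 405/Em 525) after 30 min, before the luciferase read.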
# MmCpn inh: inhibitors of Methanococcus maripaludis chaperonin (MmCpn). purified Mm-Cpn ATPase, ADP Transcreener TR-FRET. actives 0.031% (n = 330,000). Potency, µM (titrated, usually from 76.9 µM), for inactives: at the top dose activity, negative = inhibition, usual class: inhibitors; further: potency means the concentration at half of the fitted maximal effect; on the % scale 0 is the no-effect control and ±100 the full control effect; nearly all actives have a fitted effect of over 80% in size
#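 Measured: ADP formation by purified Mm-CPN. Conditions: 25 nM protein, 10 uM ATP, Tris pH 7.4 with Mg2+, K+ and DTT, 37°C for 30 min. Detection: Transcreener HTRF after 30 min at room temperature.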
# CCT chaperon mod: changes cytosolic chaperonin activity; purified chaperonin ATPase assay, HTRF ADP detection, 30 min; activity change, % (concentration not given with the values), hits read low; actives 0.3% (n = 360,000); AID 651819; in the data active means activity change below about -30%; further: on the % scale 0 is the no-effect control and ±100 the full control effect
#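 We incubate TRiC, 40 or 20 nM final, with library compounds at 76 uM and 10 uM ATP for 30 min at 37 °C. ADP formed is detected with Transcreener HTRF reagents after 30 min at room temperature.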
# Akt phos inh: blocks phosphorylation of Akt | actives 0.32% (n = 360,000) | Neuro2A IGF-stimulated pAkt S473 HTRF, 20 min; stronger effect = lower value | activity change, % for hits at 50 µM; in the data active means activity change below about -80%; inconclusive means mostly about -51% to -80%; further: on the % scale 0 is the no-effect control and ±100 the full control effect
#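 Neuro2A cells in DMEM with 0.5% FBS, overnight at 37 deg C, given compound at single 50 µM final, then IGF (6 nM final) for 20 min at 37 deg C. Lysed; phospho-Akt Ser473 by HTRF after 24 h, 665/615 ratio.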
# * marks the source's active call; other numbers are inactive results; i = inactive; ? = inconclusive; . = not tested or not shown; & = joins results of further samples; [ ] = remark or other dose. Unless noted, the call rests on the fitted dose curve; in most records, active means well fitted curve in the direction sought with a large enough effect; inconclusive means small, poorly fitted or top-dose-only effect, or another doubt; inactive means no such curve, though single readings can be large; an effect the other way counts as inactive or inconclusive.
SMILES,HepG2 tox,Nrf2 ARE act,TGFb SMAD3 inh,Nrf2 inh,ATXN viability,A549 viability,MmCpn inh,CCT chaperon mod,Akt phos inh
Cc1ccc(-n2c(SCC(=O)Nc3cccc(F)c3)nc3c(oc4ccccc43)c2=O)cc1C,-11%,1.0%,-4%,-9%,i,1%,.,.,.
CC(=O)c1c(C)oc2ccc(NS(=O)(=O)c3ccc(C(C)C)cc3)cc12,-22%,4.2%,-9%,13µM*,?,-4%,.,.,.
O=C(COc1cccc2ccccc12)N1CCN(c2ccccc2)CC1,-23%,0.7%,?,.,i,2%,-16%,-1.1,i
Cc1cccc(OCC(=O)Nc2sc3c(c2C#N)CCC3)c1,-2%,2.8%,19%,?,i,6%,-13%,-2.0,i
Cc1nnc(NC(=O)C2CCCN(c3ncccn3)C2)s1 (stereo not drawn),9%,-0.5%,3%,10%,i,10%,0%,3.3,i
CC(=O)c1ccc(NC(=O)CSc2nnc(Cn3c(=O)sc4ccccc43)n2C)cc1,-33%,-0.2%,0%,5%,i,-2%,2%,-3.7,i
O=C(O)C1C2CCC(O2)C1C(=O)NCc1ccncc1 (stereo not drawn),-6%,0.5%,-6%,2%,i,-8%,-1%,-2.3,i
O=C(O)c1cccc(NC(=O)c2cn(-c3ccccc3)nc2-c2ccc(F)cc2)c1,29%,0.6%,0%,0%,i,1%,1%,-1.9,i
COc1cc2ccccc2ccc1=NO,-12%,-0.2%,-23%,?,?,-13%,.,-0.1,i
Cc1ccc(Nc2nc3c([nH]2)c(=O)n(C)c(=O)n3C)cc1,-78%,4.6%,47%[activator],-5%,i,3%,2%,-0.5,i

# Record cards, as listed above.
# `CC(=O)c1ccc(NC(=O)CSc2nnc(Cn3c(=O)sc4ccccc43)n2C)cc1` in the list: HepG2 tox: -33%; Nrf2 ARE act: -0.2%; TGFb SMAD3 inh: 0%; Nrf2 inh: 5%; ATXN viability: i; A549 viability: -2%; MmCpn inh: 2%; CCT chaperon mod: -3.7; Akt phos inh: i
# `Cc1nnc(NC(=O)C2CCCN(c3ncccn3)C2)s1` (stereo not drawn) in the list: HepG2 tox: 9%; Nrf2 ARE act: -0.5%; TGFb SMAD3 inh: 3%; Nrf2 inh: 10%; ATXN viability: i; A549 viability: 10%; MmCpn inh: 0%; CCT chaperon mod: 3.3; Akt phos inh: i

# Later entries
SMILES,HepG2 tox,Nrf2 ARE act,TGFb SMAD3 inh,Nrf2 inh,ATXN viability,A549 viability,MmCpn inh,CCT chaperon mod,Akt phos inh
N#Cc1ccc(COn2nnc3ccccc32)cc1,3%,3.8%,-5%,?,i,5%,2%,-2.6,i
COc1ccccc1CC(=O)N(CCC1=CCCCC1)c1c(N)n(Cc2ccccc2)c(=O)[nH]c1=O,0%,0.6%,-9%,-14%,?,-11%,-1%,-3.6,i
Cc1cccc(Nc2cc(=O)n(C)c(=O)[nH]2)c1,0%,0.3%[9.22 µM],12%,6%,i,-5%,3%,0.3,i
CCOc1ccc(S(=O)(=O)N2CCCCC2)cc1NC(=O)Cc1ccsc1,3%,-0.4%,-8%,-23%,?,0%,0%,1.4,i
COc1ccc(C(CC(=O)N2CCCC2)c2c(O)cc(OC)cc2OC)cc1 (stereo not drawn),-3%&-2%,-0.7%,-12%&-2%,5%&-3%,i,0%&2%,-2%,-2.2,i
Clc1ccccc1CSc1nnc(-c2ccncc2)o1,-19%,4.0%,0%,9%,i,-4%,-3%,0.5,i
CCC(C)NC(=O)C1CCC(=O)N(c2cc(OC)c(OC)c(OC)c2)C1c1ccc(OC)cc1 (stereo not drawn),1%,-0.7%,2%,6%,i,-3%,2%,-1.6,i
NC(=O)c1ccc(NC(=O)c2ccc(COc3ccc(F)cc3)o2)cc1,-2%,-0.2%,6%,-6%,i,-13%,-4%,-0.8,i
COc1ccccc1NC(=S)N(Cc1ccc(C)cc1)Cc1ccccn1,-17%,0.0%,-5%,-10%,i,10%,1%,1.1,i
O=C(CCC(=O)Nc1ccc(Br)cc1)N/N=C/c1ccc(O)cc1,-53%,0.2%,-11%,4%,i,4%,2%,-3.5,i
CCC(C)/C(C)=N/NC(=O)c1ccc(COc2ccc(Cl)c(C)c2)cc1 (stereo not drawn),-19%,-0.4%,0%,4%,i,0%,0%,-3.3,i
Cc1ccccc1C(=O)NC(=S)NC1CCS(=O)(=O)C1 (stereo not drawn),1%,0.6%,2%,-9%,i,-1%,-1%,-2.4,i
CC1CCN(C(=O)COC(=O)CNC(=O)c2ccccc2F)CC1,0%,-0.3%,-14%,-1%,i,2%,-15%,4.7,i
CC1CCCC(C)N1C(=O)COC(=O)c1n[nH]c(=O)c2ccccc12 (stereo not drawn),8%,-0.7%,7%,-7%,?,-2%,0%,-5.1,i
Cc1cccc(NC(=O)C(=O)NCC(c2ccc3c(c2)OCO3)N2CCOCC2)c1C (stereo not drawn),-12%,-0.8%,1%,.,i,6%,.,.,.
Cc1c(CCOC(=O)c2ccc([N+](=O)[O-])cc2)sc[n+]1CC(=O)c1ccccc1,-12%,4.4%,-10%,15%,i,-1%,1%,0.0,i
CCCc1nnc(NC(=O)CCC(=O)NC2CCCC2)s1,-16%,-0.8%,0%,-11%,i,-2%,0%,-3.1,.
O=C(c1ccc(S(=O)(=O)Nc2ccccc2Cl)cc1)N1CCCC1,-1%,0.1%,6%,-21%,i,-5%,-2%,-0.7,i
CCOc1ncccc1C(=O)Nc1ccc(Cl)c(S(=O)(=O)N2CCCC2)c1,16%,0.0%,16%,18µM*,i,-7%,?,-4.7,i
Cn1cnc([N+](=O)[O-])c1SCCO,17%,-0.1%,0%,5%,i,-11%,-1%,-1.5,i
Cc1cc(NC(=O)c2ccc(Cl)c(S(=O)(=O)N3CCOCC3)c2)no1,-13%,-0.7%,-5%,17%,i,-11%,-1%,-0.1,i
CCCC(=O)N1c2ccccc2-c2nnc(SC)nc2OC1c1sccc1C (stereo not drawn),2%,0.4%,-1%,9%,i,-6%,.,.,.
Cn1c(=O)c2c(nc(CN3CCN(C(=O)c4ccco4)CC3)n2CC(=O)C(C)(C)C)n(C)c1=O,-8%,-0.1%,18%,-2%,i,3%,1%,-1.8,i
CC(NC(=O)c1ccco1)C1COc2ccccc2O1 (stereo not drawn),3%,0.1%,4%,-1%,i,7%,-1%,-4.1,.
Cc1ccccc1NC(=O)CCN1CCCC1,5%,0.6%,14%,7%,i,-2%,-3%,-0.4,i
CCn1cc(C2N3CC4(C)CN2CC(C)(C3)C4=O)c2ccccc21 (stereo not drawn),-12%,-1.0%,3%,7%,.,0%,-2%,-3.1,i
COc1ccc(/C=C/C(=O)NC(CCSC)C(=O)O)cc1 (stereo not drawn),8%,1.7%,8%,18%,?,-1%,5%,1.8,i
CSCCC(NC(C)=O)C(=O)Oc1ccc2c3c(c(=O)oc2c1)CCCC3 (stereo not drawn),0%,2.5%,15%,-4%,i,2%,-8%,0.7,i
CCOC(=O)c1cnc2c(Cl)cc(Cl)cc2c1Nc1ccccc1OC,-10%,0.5%,-3%,-3%,i,0%,.,.,.
COc1ccc(NC(=O)CCNC(C)=O)cc1NS(=O)(=O)c1ccc(F)cc1,-3%,0.2%,19%,-13%,i,-8%,0%,-8.0,i
CSCSC1=C(C#N)C(c2ccccc2Cl)C(C(C)=O)=C(C)N1 (stereo not drawn),-13%,2.6%,-23%,?,i,-6%,-8%,-0.4,-106%*
COc1ccc(-c2cc(C(=O)Nc3cc(S(=O)(=O)N4CCOCC4)ccc3N3CCOCC3)c3ccccc3n2)cc1,0%,0.0%,-14%,3%,i,-2%,-11%,-0.2,i
Cc1cc(NC(=O)c2ccc(F)cc2)no1,3%,0.7%,4%,-17%,i,0%,0%,-3.3,i
Cc1ccc(S(=O)(=O)NCC(=O)OCC(=O)N(CCC#N)c2ccccc2)cc1,11%,0.2%,-1%,2%,?,-2%,-1%,0.3,i
O=C(CSc1nnc2c(n1)[nH]c1ccc(S(=O)(=O)N3CCOCC3)cc12)Nc1ccc(F)c(F)c1,-21%,4.9%,-20%,-3%,i,2%,-8%,-1.8,i
COCCn1c(SCC(=O)Nc2ccc(S(N)(=O)=O)cc2)nc2ccccc21,-15%,-0.8%,13%,-18%,i,-5%,0%,-0.5,i
CC(=O)Nc1cccc(OCC(=O)Nc2ccc(F)cc2)c1,-2%,-0.7%,5%,?,i,-4%,-2%,-1.3,i
COP(=O)(OC)c1nc(-c2ccc(C)cc2)oc1N1CCCCC1,-20%,-0.4%,-17%,?,i,-1%,-5%,-2.2,i
COCCNc1ncnc2c1cnn2Cc1ccccc1Cl,-18%,-0.5%,2%,?,i,1%,-1%,-0.6,i
Cc1ccc(NC(=O)CCS(=O)(=O)c2cccc3nonc23)c(Br)c1,-5%,4.7%,-29%,-5%,i,0%,-4%,-0.3,i
Cc1ccc(-c2c(C#N)c(N)n(-c3ccccc3C)c(=O)c2C#N)cc1,1%,0.5%,-8%,.,i,.,.,1.2,i
O=C(c1cc2c(s1)CCCC2)N1CCN(S(=O)(=O)c2ccccc2)CC1,10µM*,0.4%,0%,-5%,i,1%,-6%,-2.7,i
Cn1nc(-c2ccccc2)c(C(=O)Nc2ccc(Cl)cc2)c1Cl,-9%,0.2%,-10%,7%,i,-3%,1%,0.1,i

# Look-ups from the list:
# `Cc1ccc(NC(=O)CCS(=O)(=O)c2cccc3nonc23)c(Br)c1` | MmCpn inh: -4%
# `COCCNc1ncnc2c1cnn2Cc1ccccc1Cl` | HepG2 tox: -18%
